From PubChem BioAssay
CRFBP-R2 block: antagonists of CRF-BP/CRF-R2 complex, primary screen, cell-based, HEK293, calcium dye fluorescence, uHTS | CRF-induced calcium fluorescence | inhibition, % at 11.8 µM | AID 588475, 2011 | actives 0.59% (n = 350,000);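 active means inhibition of the ligand-induced calcium signal above about 50% at the single tested concentration, limit read from the data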
IDE inh: human IDE inhibitors in live cells, primary screen, fluorescence polarization, HEK cells, FAbetaB substrate. Insulin-degrading enzyme (Homo sapiens), P14735. actives 0.41% (n = 320,000). AID 434962, 2010. inhibition, % at 5.59 µM. FAbetaB cleavage;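 active means percent inhibition above the average of all tested compounds plus 3 SD, set per screening campaign, cut at about 16% in these data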;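 further: IDE supplied by intact live HEK cells; FP after avidin binding of uncleaved biotin substrate so inhibition keeps polarization high; 0% = DMSO wells and 100% = 60 µM reference IDE inhibitor Ii1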
CHRM4 antagonist: human M4 muscarinic receptor antagonists, primary screen, CHO cells, Fluo-8 calcium fluorescence; Muscarinic acetylcholine receptor M4 (Homo sapiens), P08173; CHO-hM4 cells, ACh EC80; inhibition, % at 3 µM; actives 0.73% (n = 360,000); AID 624125, 2012;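 active means inhibition above its plate's cutoff, the mean inhibition of sample wells plus 3 SD, cut at about 27% in these data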;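 further: 0% = acetylcholine EC80 with DMSO and 100% = DMSO without agonist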
Target sequence (P08173 whole entry, looked up): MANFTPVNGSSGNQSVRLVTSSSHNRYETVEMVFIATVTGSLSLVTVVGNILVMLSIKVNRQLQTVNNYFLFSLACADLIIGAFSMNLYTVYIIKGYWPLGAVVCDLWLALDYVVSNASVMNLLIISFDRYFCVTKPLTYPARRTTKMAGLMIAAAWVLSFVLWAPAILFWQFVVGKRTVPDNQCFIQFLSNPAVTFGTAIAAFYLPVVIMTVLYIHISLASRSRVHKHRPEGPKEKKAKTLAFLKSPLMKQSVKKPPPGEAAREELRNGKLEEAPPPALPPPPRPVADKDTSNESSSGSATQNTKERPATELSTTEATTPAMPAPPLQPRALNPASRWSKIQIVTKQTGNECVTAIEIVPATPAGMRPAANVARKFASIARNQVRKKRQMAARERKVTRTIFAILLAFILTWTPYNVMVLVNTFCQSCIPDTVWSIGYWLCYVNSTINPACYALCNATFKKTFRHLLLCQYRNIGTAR
CHRM4 PAM: human M4 muscarinic receptor positive allosteric modulators, primary screen, CHO-K1 cells, Fluo-8 calcium fluorescence; AID 624126, 2012; Muscarinic acetylcholine receptor M4 (Homo sapiens), P08173; activation, % at 3 µM; CHO-K1 hM4/Gqi5, ACh EC20; 0% = ACh EC20, 100% = maximal ACh; actives 0.4% (n = 360,000);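 active means activation above its plate's cutoff, the mean activation of sample wells plus 3 SD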; further: some results filed as inactive read as strong as hits
CHRM5 PAM: human M5 muscarinic receptor positive allosteric modulators, primary screen, CHO-K1 cells, Fluo-8 calcium fluorescence; AID 624038, 2012; activation, % at 3 µM; Muscarinic acetylcholine receptor M5 (Homo sapiens), P08912; actives 0.3% (n = 360,000); CHO-K1 hM5, ACh EC20 PAM; 0% = ACh EC20, 100% = ACh EC100;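 active means activation above the run cutoff, the mean activation of all test compounds plus 3 SD, cut at about 18% in these data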
Target sequence (P08912 whole entry, looked up): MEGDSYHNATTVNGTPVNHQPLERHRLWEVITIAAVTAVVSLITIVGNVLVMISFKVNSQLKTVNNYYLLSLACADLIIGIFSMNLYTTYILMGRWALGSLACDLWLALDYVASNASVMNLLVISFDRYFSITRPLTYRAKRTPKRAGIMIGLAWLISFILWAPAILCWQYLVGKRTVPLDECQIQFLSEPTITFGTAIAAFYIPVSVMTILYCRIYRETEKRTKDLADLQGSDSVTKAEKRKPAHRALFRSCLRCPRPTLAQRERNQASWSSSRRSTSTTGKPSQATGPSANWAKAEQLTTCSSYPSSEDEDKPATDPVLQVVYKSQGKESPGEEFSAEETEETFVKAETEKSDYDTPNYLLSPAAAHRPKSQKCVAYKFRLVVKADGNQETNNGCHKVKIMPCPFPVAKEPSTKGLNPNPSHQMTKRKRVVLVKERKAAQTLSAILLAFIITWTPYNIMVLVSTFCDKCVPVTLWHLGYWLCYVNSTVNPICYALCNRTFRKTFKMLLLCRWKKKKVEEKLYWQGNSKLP
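Assay system – human M5 receptor in CHO-K1 cells · Read-out – % activation, ACh-normalized · Technique – Fluo-8 calcium fluorescence · Dosing – single-point, 3 µM nominal · Incubation – Fluo-8 loading 80 min at 37 °C plus 30 min room temperature · Repeats – singlicate, one well per test compound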
M5 antag: human M5 muscarinic receptor antagonists, primary screen, CHO cells, Fluo-8 calcium fluorescence | CHO-hM5 cells, ACh EC80 | inhibition, % at 3 µM | actives 0.59% (n = 360,000);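 active means inhibition above a per-plate cutoff, the mean of that plate's test compounds plus 3 SD, cut at about 27% in these data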;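 further: 0% = acetylcholine EC80 with DMSO and 100% = DMSO without agonist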
M5 ag: human M5 muscarinic receptor agonists, primary screen, CHO-K1 cells, Fluo-8 calcium fluorescence; Muscarinic acetylcholine receptor M5 (Homo sapiens), P08912; CHO-K1 hM5 cells; 0% DMSO wells, 100% maximal acetylcholine response; activation, % at 3 µM; actives 0.19% (n = 360,000); AID 624037, 2012;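 active means activation above the run's mean over test compounds plus 3 SD, cut at about 23% in these data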;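 further: signal is peak over basal fluorescence ratio across the kinetic read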
CRFR2-BP ag: agonists of CRF-BP/CRF-R2 complex, primary screen, cell-based, HEK293, calcium dye fluorescence, uHTS | activation, % at 13.2 µM | actives 0.46% (n = 350,000) | CRF-binding protein / CRF receptor 2 complex (human) | calcium dye fluorescence (FLIPR); percent of saturating CRF peptide response;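 active means activation of at least 50%, plus an integration ratio under a set limit after plate pattern correction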;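 further: plate controls were neutral control wells without compound for no effect and CRF at EC100 for full effect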
CHRM4 agonist: human M4 muscarinic receptor agonists, primary screen, CHO-K1 cells, Fluo-8 calcium fluorescence; actives 0.14% (n = 360,000); activation, % at 3 µM; CHO-K1 hM4/Gqi5; vehicle 0%, full acetylcholine response 100%;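 active means activation above the run mean over all test wells plus 3 SD, cut at about 32% in these data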;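 further: peak over basal fluorescence ratio per well then scaled between controls; 0% = DMSO wells and 100% = acetylcholine at EC100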
* = called active by the depositor; x = not tested or not shown.

SMILES	CRFBP-R2 block	IDE inh	CHRM4 antagonist	CHRM4 PAM	CHRM5 PAM	M5 antag	M5 ag	CRFR2-BP ag	CHRM4 agonist
COc1ccc(NC(=O)CCCNC(=O)Cn2cnc3sc4c(c3c2=O)CCCC4)c(OC)c1	2	9	-20	6	1	-4	-2	-1.2	0
CC(=O)c1ccc(N(C(=O)CNC(=O)c2ccco2)C(C(=O)NC2CCCC2)c2ccncc2)cc1 (stereo unspecified)	2	1	4	6	1	7	-1	-1.2	1
O=C(CCC(=O)Nc1ccc(F)cc1)N/N=C/c1ccccc1	-2	-5	6	1	-3	9	-4	-0.2	2
CCOC(=O)c1ccc(NC(=O)CSc2nc3sc(C(=O)O)c(C)c3c(=O)[nH]2)cc1	12	4	-14	15	15	-21	-2	4.9	1
NC(=O)CC(NC(=O)Cc1cccc2ccccc12)c1ccc(NCCc2ccc(F)cc2)c([N+](=O)[O-])c1 (stereo unspecified)	-1	1	10	-4	1	10	3	0.6	0
CCCCn1nnnc1SCC(=O)Nc1ccc(N(C)C)cc1	8	4	5	-8	1	-5	1	-1.8	1
CC(NC(=O)c1nn(C)c2c1CS(=O)(=O)c1ccccc1-2)c1ccccc1 (stereo unspecified)	-15	3	-8	0	-8	5	-5	2.0	9
CCCOc1nnnn1-c1ccccc1	-13	-3	-4	19*	6	0	-1	-1.2	0
Cn1c(SCC(=O)N2c3ccccc3Sc3ccccc32)nnc1-c1ccco1	-2	0	-1	-9	-1	-3	-6	-1.9	1
COc1ccc(C(=O)c2ccccc2)c2c(O)ccc(C(=O)c3ccccc3)c12	15	-2	16	7	-5	8	3	-1.6	6
CC(C)(C)OC(=O)N(CCc1ccccc1)Cc1ccc(OCc2cccc(NC(=O)C3CCC3)c2)cc1	1	x	-12	0	4	-3	0	1.6	0
CC1CCCC(C)N1NC(=O)c1ccc(Cl)c(S(N)(=O)=O)c1 (stereo unspecified)	2	3	12	-5	-4	1	1	0.1	0
CC(C)CN(C(=O)COC(=O)C(C)N1C(=O)c2ccccc2C1=O)c1c(N)n(Cc2ccccc2)c(=O)[nH]c1=O (stereo unspecified)	14	2	-6	-3	1	4	1	-0.9	0
O=C(OCC(=O)c1cccs1)c1ccccc1	11	3	-1	2	-4	0	-8	-1.8	0
COc1ccc(-c2csc(N(CCCN(C)C)C(=O)c3ccccc3F)n2)cc1	-14	-1	3	4	-2	-5	-6	-0.2	5
O=C(NC1CC1)C1CCN(C2CCN(C(=O)c3ccc(C(F)(F)F)cc3)CC2)CC1	8	8	8	11	10	0	-6	-0.1	2
O=C(Nc1ccccc1OC(F)F)c1cccc(S(=O)(=O)N2CCCC2)c1	6	-1	5	5	3	1	-4	-1.0	2
Cc1cc(CSc2ccc(Cl)cc2)ccc1N	5	x	-4	2	-4	14	-4	0.0	1
N#Cc1cnn(CC2CCCCC2)c1N	-1	-1	11	-3	-7	0	0	-0.2	0
CCOC(=O)c1ccc2ncc(C(=O)OCC)c(Nc3ccc(N4CCOCC4)cc3)c2c1	-41	1	6	-7	-9	3	-2	0.1	5
Cc1cc(C(=O)Nc2nc3c(s2)CCCC3)no1	-11	-6	8	-5	2	-2	0	2.1	-1
CCOC(=O)C1=C(O)CSC1=Nc1ccc(Cl)cc1	20	3	2	14	6	-3	3	-3.5	-3
Cc1ncc(CN2CCC(C(=O)Nc3ccc(-n4cccn4)cc3)CC2)s1	-5	2	-8	3	-5	9	-4	0.2	1
CC(C)(C)c1ccc(NC(=O)Nc2ccc(OCC(=O)N3CCOCC3)cc2)cc1	-17	0	-10	-1	-5	6	0	-3.7	7
N#Cc1ccc(COC(=O)CSc2nnc(C3CCCCC3)n2N)cc1	3	3	-4	2	-3	3	1	-0.5	1

Reprinted at random: 2 compounds from above, in no set order.
SMILES	CRFBP-R2 block	IDE inh	CHRM4 antagonist	CHRM4 PAM	CHRM5 PAM	M5 antag	M5 ag	CRFR2-BP ag	CHRM4 agonist
CC(C)CN(C(=O)COC(=O)C(C)N1C(=O)c2ccccc2C1=O)c1c(N)n(Cc2ccccc2)c(=O)[nH]c1=O (stereo unspecified)	14	2	-6	-3	1	4	1	-0.9	0
COc1ccc(C(=O)c2ccccc2)c2c(O)ccc(C(=O)c3ccccc3)c12	15	-2	16	7	-5	8	3	-1.6	6

Next compounds follow:
SMILES	CRFBP-R2 block	IDE inh	CHRM4 antagonist	CHRM4 PAM	CHRM5 PAM	M5 antag	M5 ag	CRFR2-BP ag	CHRM4 agonist
CC(=O)OCC(C)n1c(=O)c2ccccc2n1C(C)=O (stereo unspecified)	x	x	-12	9	-2	-3	2	x	0
Cc1ccc(C2CC(c3cccs3)n3nc(N)nc3N2)cc1 (stereo unspecified)	-1	5	13	-10	-4	7	-4	-0.7	-2
Cc1ccccc1NC(=O)c1ccccc1N(C)S(=O)(=O)c1ccccc1	4	-2	0	-14	4	3	-2	-2.5	1
Cc1noc(C)c1COC(=O)C1CCN(S(=O)(=O)c2c(Cl)cccc2Cl)CC1	4	-1	-2	3	-9	3	-5	0.0	5
O=C1c2ccccc2S(=O)(=O)N1CC(O)COc1ccc(Br)cc1 (stereo unspecified)	0	5	3	7	-8	0	9	0.4	9
CCNC(=O)C1CCCN(C(=O)c2ccccc2F)CC1 (stereo unspecified)	x	x	-4	1	1	-5	0	x	1
O=C(N/N=C/c1ccco1)c1cc2ccccc2o1	3	7	-8	8	-4	3	-3	0.7	3
O=C(NCc1ccccc1)c1ccc(NC(=O)C2CCCO2)cc1 (stereo unspecified)	-11	3	6	-2	3	-15	0	-0.1	0
CCOC(=O)C(=Cc1ccc2c(c1)OCO2)c1ccccc1	9	x	-8	3	-2	4	4	-1.9	-2
O=C(Cn1nc(Br)nc1Br)c1ccccc1	-10	1	-16	7	1	4	-4	-0.1	0
Cc1cc(OCC(=O)NCCc2ccc(Cl)cc2)c2c(C)cc(=O)oc2c1	-4	3	-15	11	19*	-13	-1	2.0	0
COc1ccc(C(=O)C(Sc2nnc(C)c(=O)[nH]2)c2ccc(OC)cc2)cc1 (stereo unspecified)	3	-2	23	16	11	6	0	1.3	-1
O=C(C1=C[C@@H](C2CC2)C[C@@H](OCCCCO)O1)N1CCN(Cc2ccccc2)CC1	4	8	8	10	-7	16	-3	-4.8	-1
CCCn1c(NCCO)nc2ccccc21	5	-2	0	-1	-2	4	-2	0.4	1
COc1ccc(CCN2C(=O)C=CC2=O)cc1OC	-13	x	9	-2	3	-3	3	0.0	2
Cc1cc(C)c(C(=O)NC2CC(C)(C)Cc3c2cnn3-c2ccccc2)o1 (stereo unspecified)	12	8	-5	2	3	-5	-2	-1.6	-1
COc1ccc(C2/C(=C(/O)c3ccc4c(c3)CC(C)O4)C(=O)C(=O)N2Cc2ccncc2)cc1 (stereo unspecified)	-12	-1	5	-6	-7	-1	-5	2.2	1
CCCS(=O)(=O)c1nc(S(=O)(=O)c2ccc(C)cc2)c(NCc2ccccn2)s1	-26	1	-12	7	6	4	-5	-1.0	0
CC(C)CCNC(=O)C1CC(c2ccccc2C(F)(F)F)=NO1 (stereo unspecified)	-8	3	2	4	4	9	-1	2.8	1
Cc1nnsc1-c1nnc(SCC(=O)c2ccccc2)n1C1CC1	-10	1	3	-9	6	-3	2	-2.3	1
NC[C@H](Cc1ccccc1)NCCc1cc(C(F)(F)F)cc(C(F)(F)F)c1	-3	5	2	9	7	6	-5	0.5	5
CC(=O)Oc1ccc2c(c1)C(=O)CCCCCC(=O)O2	25	x	-12	4	-4	-7	0	0.2	0
O=C(O)CN1C(=O)CC(Cc2ccccc2)C1=O (stereo unspecified)	24	9	10	4	6	-5	2	-1.3	0
COc1ccc(C(=O)Oc2ccc(C(C)=O)cc2)c(OC)c1	2	4	7	4	1	1	-4	-1.4	1
Cc1c(CCC(=O)NCCCn2ccnc2)c(=O)oc2cc3occ(C(C)(C)C)c3cc12	-8	-1	6	-17	-7	15	-7	-0.8	7
COc1cccc(C(=O)NCCCNC(=O)c2cccc(OC)c2)c1	-2	-6	2	2	6	-15	5	-1.4	2
O=C(CSc1nc(-c2ccc(F)cc2)cs1)NC(=O)NCc1ccco1	-6	5	-13	-1	0	-3	4	-3.0	10
O=C(Nc1cccc(S(=O)(=O)N2CCCCC2)c1)C1CCN(C(=O)c2ccc(Cl)cc2)CC1	1	2	-5	-4	-11	15	-5	-1.0	6
C=C1CCN([C@@H](C)C(=O)OCc2ccc(C)cc2)S(=O)(=O)c2ccccc21	-2	0	3	-7	-28	18	-5	12	5

A draw from above in order of count of non-hydrogen atoms, ascending:
SMILES	CRFBP-R2 block	IDE inh	CHRM4 antagonist	CHRM4 PAM	CHRM5 PAM	M5 antag	M5 ag	CRFR2-BP ag	CHRM4 agonist
CCOC(=O)C1=C(O)CSC1=Nc1ccc(Cl)cc1	20	3	2	14	6	-3	3	-3.5	-3
CCCCn1nnnc1SCC(=O)Nc1ccc(N(C)C)cc1	8	4	5	-8	1	-5	1	-1.8	1
CCCS(=O)(=O)c1nc(S(=O)(=O)c2ccc(C)cc2)c(NCc2ccccn2)s1	-26	1	-12	7	6	4	-5	-1.0	0
O=C(NC1CC1)C1CCN(C2CCN(C(=O)c3ccc(C(F)(F)F)cc3)CC2)CC1	8	8	8	11	10	0	-6	-0.1	2

Rewritten with two lines to a compound: five of the compounds above
Values run as follows: CRFBP-R2 block	IDE inh	CHRM4 antagonist	CHRM4 PAM	CHRM5 PAM	M5 antag	M5 ag	CRFR2-BP ag	CHRM4 agonist
> Cc1cc(C(=O)Nc2nc3c(s2)CCCC3)no1
    -11	-6	8	-5	2	-2	0	2.1	-1
> CCOC(=O)C1=C(O)CSC1=Nc1ccc(Cl)cc1
    20	3	2	14	6	-3	3	-3.5	-3
> Cc1ncc(CN2CCC(C(=O)Nc3ccc(-n4cccn4)cc3)CC2)s1
    -5	2	-8	3	-5	9	-4	0.2	1
> CC(C)(C)c1ccc(NC(=O)Nc2ccc(OCC(=O)N3CCOCC3)cc2)cc1
    -17	0	-10	-1	-5	6	0	-3.7	7
> N#Cc1ccc(COC(=O)CSc2nnc(C3CCCCC3)n2N)cc1
    3	3	-4	2	-3	3	1	-0.5	1
